HBB splice mod: alters splicing of the hemoglobin beta chain | HBB splicing reporter cell assay, activation; EGFP reporter with mutant IVS2-654 intron; response scale: normalised to 500 nM splice-correcting PNA | Potency, µM (series often up to 46.1 µM), inactives show top-dose activation, actives largely listed as activators | 65,000 compounds, 0.06% hits | AID 925; also: potency is read from the fitted curve at half-maximal effect; 0% is about no effect
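HeLa cells stably expressing EGFP interrupted by mutant beta-globin intron 2 (IVS2-654), 500/well in 2% FCS. Treated with compound for 2 days at 37C. Splicing correction scored as total well GFP intensity (488 nm excitation, 500-520 nm emission); 500 nM antisense PNA served as control.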
DNA Pol III inh: DNA polymerase III holoenzyme inhibition | reconstituted DNA polymerase III holoenzyme replication, biochemical | Potency, µM (doses to about 57.1 µM), inactives show at the highest dose activity change, negative = inhibition | 71,000 compounds, 0.25% hits; also: potency is read from the fitted curve at half-maximal effect; % is scaled to controls: 0 for no effect and ±100 for the full control effect
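Reconstituted *E. coli* holoenzyme (0.35 nM Pol III, 1 nM beta, 154 nM SSB, 2 nM primase) was preincubated with compound for 15 min at RT. Synthesis on 1.4 nM ssM13Gori ran 35 min, then was stopped with PicoGreen/EDTA and read as dsDNA fluorescence.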
GFP derepression: epigenetic GFP locus derepression in mouse cells; mouse C127i GFP locus derepression, cytometry, 30 h; Potency, µM (highest dose often 46.1 µM), without a hit: at the highest dose GFP derepression (activation); 68,000 compounds, 0.09% hits; AID 597; also: % of control where 0% means no effect
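Locus derepression in mouse mammary C127i cells whose integrated CMV-GFP reporter is normally silent; GFP expression after 30 h compound treatment was quantified by counting fluorescent cells.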
BRCT inh green: BRCA1 BRCT-phosphoprotein interaction inhibition; P38398; BRCA1 BRCT-phosphopeptide binding, green fluorescence polarization; Potency, µM (doses to about 76.9 µM), inactives show at the top dose activity change, negative = inhibition, usual class: inhibitors; 75,000 compounds, 0.05% hits;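 also: potency is read from the fitted curve at half-maximal effect; plate controls were peptide without protein for full effect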
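Fluorescence polarization: His-tagged BRCT (~35 kDa BRCA1 C-terminus, 250 nM) bound to 100 nM fluorescein-labeled phosphorylated 10-aa BACH1 peptide, pH 7.3 phosphate buffer with DTT and Tween 20. Compounds incubated 12 min at room temperature; inhibition read as lowered polarization.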
HADH2 inh: HADH2 (human) dehydrogenase inhibition; Q99714; recombinant HADH2, NADH fluorescence, beta-hydroxybutyryl-CoA; Potency, µM (titrated, usually from 57.1 µM), for the others: at the highest dose activity change, negative = inhibition, most hits filed as inhibitors; 73,000 compounds, 3.4% hits; also: potency is read from the fitted curve at half-maximal effect; % is scaled to controls: 0 for no effect and ±100 for the full control effect; nearly all actives have a fitted effect of over 60% in size; many of its hits are not listed in these tables
Target sequence (Q99714 whole entry, looked up, one chain of several): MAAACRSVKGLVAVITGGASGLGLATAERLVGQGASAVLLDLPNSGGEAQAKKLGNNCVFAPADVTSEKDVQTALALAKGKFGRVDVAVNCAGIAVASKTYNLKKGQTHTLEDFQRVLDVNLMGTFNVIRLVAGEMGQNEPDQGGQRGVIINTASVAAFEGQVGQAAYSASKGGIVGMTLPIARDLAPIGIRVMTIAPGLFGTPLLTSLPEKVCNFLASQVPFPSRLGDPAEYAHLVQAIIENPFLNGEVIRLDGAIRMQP
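NADH fluorescence (ex 360/em 450 nm) read every 30 s for 4 min; activity taken as last-minus-first time point difference. Enzyme 20 nM, NAD+ 1 mM, beta-hydroxybutyryl-CoA 90 uM, pH 9.0 Tris buffer.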
BRCT inh red: BRCT-phosphoprotein interaction inhibition (red fluorophore); P38398; BRCT-phosphopeptide binding, red fluorescence polarization; Potency, µM (top dose mostly 76.9 µM), without a hit: at the top dose activity change, negative = inhibition, actives largely listed as inhibitors; 75,000 compounds, 0.03% hits; AID 892; also: % is scaled to controls: 0 for no effect and ±100 for the full control effect
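Rhodamine-labelled pBACH1 10-mer (100 nM) bound to BRCT domain (100 nM) at pH 7.3; compounds incubated 12 min room temperature, polarization read. Free peptide defines full inhibition; unlabelled decapeptide titrated as control.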
CRE Fsk mod: alters forskolin-stimulated CRE reporter signaling in CHO cells | CHO CRE-bla reporter (cAMP response element driving beta-lactamase), forskolin EC10, beta-lactamase ratio | 71,000 compounds, 2.5% hits | Potency, µM (titrated, usually from 38.2 µM), for inactives: at the top dose activity change, negative = inhibition, usual class: activators; active = well fitted activation curve with a large enough effect in the signal ratio, with a control signal flat, not every such curve was filed as active; inconclusive = small, poorly fitted or top-dose-only effect, or effect the other way, or a change in a side signal; the % refers to the signal ratio; also: potency is read from the fitted curve at half-maximal effect; % of control where 0% means no effect
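AC50 values, positive or negative, reflect shifts in EC10 NKH 477-induced CRE-bla reporter activity in CHO cells. Incubation lasted 3 h at 37 °C before CCF4 substrate (2 h, room temperature) and ratiometric 460/530 nm reading.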
UbGFP stabilizer: inhibits proteasome, raising ubiquitin-GFP reporter fluorescence | Ubiquitin-GFP reporter cells, proteasome inhibition, GFP fluorescence; response scale: untreated = 0%, 10 µM MG-132 = 100% | Potency, µM (series often up to 45.9 µM), without a hit: at the highest dose activation (GFP accumulation), most hits filed as activators | 67,000 tested, under 10 active; active = well fitted activation curve with a large enough effect, not every such curve was filed as active; inconclusive = small, poorly fitted or top-dose-only effect, or another doubt; inactive = no such curve, though single readings can be large or run the other way; also: potency is read from the fitted curve at half-maximal effect
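U2OS cells stably expressing ubiquitin(G76V)-GFP, seeded overnight in 0.5% FBS medium, were exposed to compounds (qHTS, 46 uM to 2.9 nM) for 4 hr at 37 °C. GFP-positive cells were counted by laser cytometry (488 ex/515 em), normalized between basal and 10 uM MG-132.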
USP2a inhib: USP2a (human) protease inhibition. USP2a enzymatic assay, qHTS inhibition. Potency, µM (titrated, usually from 38.3 µM), for inactives: top-dose activity change, negative = inhibition, hits mostly inhibitors. 60,000 compounds, 0.1% hits. AID 927;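 also: potency is read from the fitted curve at half-maximal effect; nearly all actives have a fitted effect of over 60% in size; plate controls were DMSO for no effect and NEM full inhibition control for full effect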
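Inhibition is measured in a cell-free coupled assay with 20 nM USP2 core, 20 nM Ub-PLA2 and 20 uM NBD C6-HPC, 2.5 h incubation. Activity normalized to NEM control.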
15-hLO inh: blocks human 15-lipoxygenase activity. AID 887. 74,000 compounds, 1.4% hits. purified 15hLO-1, xylenol orange hydroperoxide absorbance. P16050. Potency, µM (top dose mostly 57.1 µM), inactives show at the top dose activity change, negative = inhibition, usual class: inhibitors; also: potency is read from the fitted curve at half-maximal effect; % is scaled to controls: 0 for no effect and ±100 for the full control effect; nearly all actives have a fitted effect of over 55% in size
Target sequence (P16050 whole entry, looked up): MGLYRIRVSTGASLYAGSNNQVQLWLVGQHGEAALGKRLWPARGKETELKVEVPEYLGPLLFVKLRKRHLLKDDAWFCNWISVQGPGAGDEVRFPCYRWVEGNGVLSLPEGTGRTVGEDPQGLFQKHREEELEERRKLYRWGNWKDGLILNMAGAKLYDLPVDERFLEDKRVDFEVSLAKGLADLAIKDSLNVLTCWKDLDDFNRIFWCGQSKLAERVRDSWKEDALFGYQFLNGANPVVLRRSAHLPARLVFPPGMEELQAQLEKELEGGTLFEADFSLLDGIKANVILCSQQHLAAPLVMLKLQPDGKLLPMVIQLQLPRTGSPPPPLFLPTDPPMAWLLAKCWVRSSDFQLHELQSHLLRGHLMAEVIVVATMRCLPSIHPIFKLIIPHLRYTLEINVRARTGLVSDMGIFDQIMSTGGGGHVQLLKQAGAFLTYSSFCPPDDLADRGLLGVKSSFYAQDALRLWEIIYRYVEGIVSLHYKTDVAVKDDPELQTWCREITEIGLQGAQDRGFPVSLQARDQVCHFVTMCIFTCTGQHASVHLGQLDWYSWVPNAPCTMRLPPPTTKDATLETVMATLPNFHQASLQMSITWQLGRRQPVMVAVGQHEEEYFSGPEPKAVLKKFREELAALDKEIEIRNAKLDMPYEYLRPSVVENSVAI
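40 nM 15hLO-1 + cpd, 15 min RT; start w/ 50 uM AA (final), 6 min RT; stop/detect w/ 200 uM XO + 300 uM Fe(II) in 50 mM H2SO4, 30 min; A573/A405. Buffer 25 mM Hepes pH 7.5, 0.01% Triton X-100. No-enzyme wells as negative control.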
Hsp90 Hop PPI: changes Hsp90-Hop TPR2A binding signal, up or down; AlphaScreen TPR2A-His6 binding biotin-Hsp90 C-terminal peptide; Potency, µM (top dose mostly 57 µM), for the others: at the top dose activity change, negative = inhibition; 71,000 compounds, 0.44% hits; AID 595; active = well fitted curve in either direction with a large enough effect; inconclusive = small, poorly fitted or top-dose-only effect, or another doubt; also: potency is read from the fitted curve at half-maximal effect; % is scaled to controls: 0 for no effect and ±100 for the full control effect; many of its hits are not listed in these tables
Numbers without * were called inactive; [ ] = remark or other dose. Unless noted, calls follow the shape of the dose curve; as a rule, active = well fitted curve in the direction sought with a large enough effect; inconclusive = small, poorly fitted or top-dose-only effect, or another doubt; inactive = no such curve, though single readings can be large; an effect the other way counts as inactive or inconclusive.

Cc1cc(C)c2cc(C#N)c(SCC(=O)NCC3CCCO3)nc2c1 (configuration not stated) was read as DNA Pol III inh -6.4%, GFP derepression 2.3%, BRCT inh green 3.1%, HADH2 inh 34.0%[activator], BRCT inh red -0.8%, CRE Fsk mod -1.9%, UbGFP stabilizer -2.6%, USP2a inhib 11.4%, 15-hLO inh -1.1% and Hsp90 Hop PPI -3.9%.
Screening CN1CCN(c2ncc3nc(-c4ccc(F)cc4)c(=O)n(Cc4cccs4)c3n2)CC1 returned HBB splice mod 0.0%, DNA Pol III inh -5.0%, GFP derepression -2.7%[9.22 µM], BRCT inh green -1.5%, HADH2 inh 6.6%, BRCT inh red -0.6%, CRE Fsk mod inconclusive, UbGFP stabilizer 1.3%, USP2a inhib 235.5%[activator], 15-hLO inh -4.4% and Hsp90 Hop PPI 16.0%.
For COc1cccc(-n2c(Cc3cc(=O)[nH]c(=O)[nH]3)nnc2SCC(=O)N2CCCCC2)c1 the results were HBB splice mod 0.8%, DNA Pol III inh -5.6%, BRCT inh green 0.0%, HADH2 inh 7.3%, BRCT inh red 0.2%, CRE Fsk mod -0.7%, UbGFP stabilizer -5.7%, 15-hLO inh 2.1% and Hsp90 Hop PPI -1.9%[2.3 µM].
`Cc1cccc(NC(=O)Cn2cnc3sc(C)c(S(=O)(=O)N4CCC(C)CC4)c3c2=O)n1` gave HBB splice mod -3.6%, DNA Pol III inh -1.2%, GFP derepression -4.2%, BRCT inh green 0.4%, HADH2 inh 1.4%, BRCT inh red 0.7%, CRE Fsk mod inconclusive, UbGFP stabilizer 0.0%, USP2a inhib 8.9%, 15-hLO inh 4.6% and Hsp90 Hop PPI 2.2%.
`COCCNC(=O)C(c1ccc(C)o1)N(C(=O)c1snc(C(N)=O)c1N)c1cc(C)cc(C)c1` (configuration not stated) gave DNA Pol III inh 1.9%, GFP derepression -3.4%, BRCT inh green 5.1%, HADH2 inh -14.4%, BRCT inh red -1.2%, CRE Fsk mod 1.1%, UbGFP stabilizer 4.9%, USP2a inhib 31.0%[activator], 15-hLO inh -1.9% and Hsp90 Hop PPI 0.1%.
O=C(NC1CCCCC1)N(Cc1ccccc1)Cc1ccco1 was read as HBB splice mod -2.7%, DNA Pol III inh 6.7%, GFP derepression 0.0%, BRCT inh green -2.3%, HADH2 inh -4.6%, BRCT inh red 0.3%, CRE Fsk mod 3.0%, UbGFP stabilizer 16.3%, USP2a inhib 4.5%, 15-hLO inh 0.3% and Hsp90 Hop PPI 0.5%.
`Cc1nc2ccccc2n1S(=O)(=O)c1ccc(S(=O)(=O)N2CCCCCC2)cc1` gave HBB splice mod -0.1%[57.5 µM], DNA Pol III inh 0.9%, GFP derepression -1.3%, BRCT inh green -0.7%, HADH2 inh 18.8%, BRCT inh red -0.2%, CRE Fsk mod -0.6%, UbGFP stabilizer 0.8%, USP2a inhib 1.1%, 15-hLO inh 5.2% and Hsp90 Hop PPI -1.8%.
`COCCCN1CC23C=CC(O2)C(C(=O)OC)C3C1=O` (configuration not stated) gave DNA Pol III inh 1.2%, GFP derepression 0.0%, BRCT inh green -0.3%, HADH2 inh 11.7%, BRCT inh red -0.7%, CRE Fsk mod 5.1%, UbGFP stabilizer 3.7%, USP2a inhib 0.1%, 15-hLO inh -1.1% and Hsp90 Hop PPI -1.2%.
For Cc1cc(NC(=O)c2c(F)c(F)c(F)c(F)c2F)no1 the results were HBB splice mod 0.6%, DNA Pol III inh -3.8%, GFP derepression 5.9%, BRCT inh green -0.7%, HADH2 inh 5.7%, BRCT inh red -1.3%, CRE Fsk mod inconclusive, UbGFP stabilizer 29.6%, USP2a inhib -1.6%, 15-hLO inh 0.2% and Hsp90 Hop PPI -2.4%.
For Cc1cc(C)c2nc(N3CCC(C(=O)N4CCN(c5ncccn5)CC4)CC3)sc2c1 the results were HBB splice mod -0.3%, DNA Pol III inh -1.6%, GFP derepression -1.1%, BRCT inh green -2.2%, HADH2 inh 1.2%, BRCT inh red -0.9%, CRE Fsk mod 7.2%, UbGFP stabilizer -9.8%, USP2a inhib 24.7%, 15-hLO inh -16.1% and Hsp90 Hop PPI 5.1%.
For COc1ccc(NC(=O)Nc2cccc3cccnc23)cc1 the results were HBB splice mod -2.9%, DNA Pol III inh -1.8%, GFP derepression -1.8%, BRCT inh green -0.1%, HADH2 inh 3.3%, BRCT inh red -1.3%, CRE Fsk mod 11.4%, UbGFP stabilizer 21.7%, USP2a inhib 11.3%, 15-hLO inh -12.7% and Hsp90 Hop PPI -1.9%.
For Cc1ccc2oc(-c3ccccc3C(=O)O)cc(=O)c2c1 the results were HBB splice mod -0.6%, DNA Pol III inh 3.4%, GFP derepression -2.7%, BRCT inh green -0.1%, HADH2 inh -14.8%, BRCT inh red -0.4%, CRE Fsk mod -1.4%, UbGFP stabilizer -3.8%, USP2a inhib -1.5%, 15-hLO inh 8.9% and Hsp90 Hop PPI -0.5%.
COc1ccc(Cl)cc1-c1nc(-c2ccncc2)no1 was read as HBB splice mod 2.0%, DNA Pol III inh -5.3%, GFP derepression 5.5%, BRCT inh green -0.8%, HADH2 inh -22.5%, BRCT inh red 0.4%, CRE Fsk mod 7.0%, UbGFP stabilizer 1.1%, USP2a inhib -1.3%, 15-hLO inh 0.6% and Hsp90 Hop PPI -2.5%.
CCNC(=O)NC(=O)CSc1ccc(NC(C)=O)cc1 was read as HBB splice mod -1.4%, DNA Pol III inh 0.3%, GFP derepression 0.3%, BRCT inh green -1.1%, HADH2 inh 0.2%, BRCT inh red 0.7%, CRE Fsk mod -6.8%, UbGFP stabilizer -4.6%, USP2a inhib 0.4%, 15-hLO inh 9.2% and Hsp90 Hop PPI -3.8%.
`CCOc1cc2[nH]c(=O)n(CCC(=O)NCCc3ccc(OC)c(OC)c3)c(=O)c2cc1OCC` gave HBB splice mod 0.0%, DNA Pol III inh -0.2%, GFP derepression 0.0%, BRCT inh green -0.7%, HADH2 inh 9.5%, BRCT inh red -1.6%, CRE Fsk mod 2.2%, UbGFP stabilizer -0.6%, USP2a inhib 7.9%, 15-hLO inh 5.2% and Hsp90 Hop PPI -6.6%.
Cc1cc(C)c(NC(=O)c2ccc(S(=O)(=O)N(C)C)cc2)c(C)n1 was read as HBB splice mod 0.8%, DNA Pol III inh -10.7%, GFP derepression 5.3%, BRCT inh green -1.0%, HADH2 inh -1.8%, BRCT inh red -0.5%, CRE Fsk mod inconclusive, UbGFP stabilizer -2.5%, USP2a inhib 5.3%, 15-hLO inh 5.1% and Hsp90 Hop PPI -2.9%.
For CCOCCCn1cnc2c(c1=O)c1nc3ccccc3nc1n2-c1ccccc1 the results were HBB splice mod 0.0%[1.84 µM], DNA Pol III inh -0.2%, GFP derepression -2.0%, BRCT inh green 0.0%, HADH2 inh 16.8%, BRCT inh red 0.7%, CRE Fsk mod inconclusive, UbGFP stabilizer 10.7%, USP2a inhib 5.9%, 15-hLO inh 1.9% and Hsp90 Hop PPI -0.4%.
CCC(C)c1ccc(O)c(NC(=O)c2cncc(Br)c2)c1 (configuration not stated) was read as HBB splice mod -0.7%, DNA Pol III inh -12.1%, GFP derepression -1.6%, BRCT inh green 2.2%, HADH2 inh 6.3%, BRCT inh red 0.3%, CRE Fsk mod 10.7%, UbGFP stabilizer -2.9%, USP2a inhib 6.6%, 15-hLO inh -12.4% and Hsp90 Hop PPI 1.4%.
Screening O=C(O)c1cc(-c2ccccc2)n(-c2ccccc2C(=O)O)n1 returned HBB splice mod -2.5%, DNA Pol III inh -1.5%, GFP derepression 0.2%, BRCT inh green -1.7%, HADH2 inh 12.7%, BRCT inh red 1.1%, CRE Fsk mod -11.5%, UbGFP stabilizer -9.6%, USP2a inhib -7.5%, 15-hLO inh 5.4% and Hsp90 Hop PPI 1.3%.

Screens from PubChem BioAssay.

A portion of the library (hit frequency here may not be typical).
